Bioassay records from PubChem.
BAZ2B block – blocks human BAZ2B | 360,000 tested, 4.4% active | AlphaScreen BAZ2B-H3K14Ac peptide displacement | AID 504333 | Q9UIF8 | Potency, µM (top dose mostly 114 µM), inactives show top-dose activity change, negative = inhibition, most hits filed as inhibitors; note: potency is the fitted concentration of half-maximal effect; % is set by controls: 0 for no effect and ±100 for the full control effect; nearly all actives have a fitted effect of over 60% in size
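Inhibition is scored as reduced AlphaScreen emission. The BAZ2B/b-H3(5-23)K14Ac complex (50 nM each) in PBS pH 7.4, 0.01% Tween-20 meets compound (up to 110 uM) for 30 min at RT before bead addition.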
PI4K2A inh – inhibitors of human PI4K2A; Q9BTU6; purified PI4K2A, ADP-Glo luminescence, 1 h; stronger effect = lower value; activity change, negative = inhibition, % at 76.9 µM; 420,000 tested, 0.13% active; in the data active = activity change below about -50%; inconclusive = mostly about -30% to -49%;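 note: -100% = wells without enzyme as full effect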
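Compounds are screened against recombinant PI4K2A using PI as substrate and ATP, the latter dispensed at 300 microM. Reactions run one hour at ambient temperature before ADP-Glo detection; full inhibition defined by wells lacking enzyme.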
JMJD2A Tudor – blocks the human JMJD2A Tudor domain | Potency, µM (doses to about 114 µM), inactives show top-dose activity change, negative = inhibition, hits mostly inhibitors | O75164 | AID 504339 | AlphaScreen JMJD2A-Tudor / H3K4me3 peptide binding | 390,000 tested, 4.4% active; note: potency is the fitted concentration of half-maximal effect; % is set by controls: 0 for no effect and ±100 for the full control effect; nearly all actives have a fitted effect of over 50% in size
Pin1 inhibitor – human Pin1 inhibition; Pin1 FP peptide displacement, HiFluor488, 10 min; Potency, µM (series often up to 115 µM), inactives show top-dose activity, negative = inhibition, most hits filed as inhibitors; 390,000 tested, 0.009% active; active = well fitted inhibition curve with a large enough effect in the polarisation, with a control signal flat, not every such curve was filed as active; inconclusive = small, poorly fitted or top-dose-only effect, or effect the other way, or a change in a side signal; inactive = no such curve, though single readings can be large or run the other way; the % refers to the polarisation; note: potency is the fitted concentration of half-maximal effect; % is set by controls: 0 for no effect and ±100 for the full control effect
Target sequence (Q13526 whole entry, looked up): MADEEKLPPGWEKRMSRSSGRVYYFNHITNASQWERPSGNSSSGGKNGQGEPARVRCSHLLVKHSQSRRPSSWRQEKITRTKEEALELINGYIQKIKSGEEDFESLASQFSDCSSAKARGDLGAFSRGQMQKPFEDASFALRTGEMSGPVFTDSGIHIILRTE
G9a block – G9a (human) methyltransferase inhibition | 350,000 tested, 8.8% active | Potency, µM (doses to about 102 µM), for inactives: at the highest dose activity, negative = inhibition, usual class: inhibitors | G9a H3K9 monomethylation, AlphaScreen, 2 h | AID 504332; note: potency is the fitted concentration of half-maximal effect; % is set by controls: 0 for no effect and ±100 for the full control effect; nearly all actives have a fitted effect of over 75% in size
Target sequence (Q96KQ7 913-1193 limits assumed): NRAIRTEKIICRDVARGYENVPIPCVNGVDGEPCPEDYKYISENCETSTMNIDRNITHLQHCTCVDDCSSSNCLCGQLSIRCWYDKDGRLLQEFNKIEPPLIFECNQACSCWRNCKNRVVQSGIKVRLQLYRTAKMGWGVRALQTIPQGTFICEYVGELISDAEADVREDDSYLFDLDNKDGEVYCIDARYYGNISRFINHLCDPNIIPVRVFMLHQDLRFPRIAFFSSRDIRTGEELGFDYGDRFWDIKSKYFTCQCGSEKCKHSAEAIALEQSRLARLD
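G9a (20 nM) was preincubated 15 min with compound, then reacted 2 h at room temperature with 500 nM biotin-H3K9 peptide and 20 µM SAM. Monomethyl-H3K9 detected by AlphaScreen using anti-H3K9me1 antibody.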
HP1b binding inh – HP1-beta chromodomain-methylated histone interaction inhibition; AID 540317; P83916; Potency, µM (series often up to 114 µM), for inactives: top-dose activity change, negative = inhibition, usual class: inhibitors; AlphaScreen HP1-beta / biotin-H3K9me3 peptide binding; 390,000 tested, 0.56% active; note: potency is the fitted concentration of half-maximal effect; nearly all actives have a fitted effect of over 70% in size; inactives centre near 23
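HP1-beta protein (50 nM final) preincubated 30 min at room temperature with biotinylated H3(1-18)K9me3 peptide (50 nM) in PBS pH 7.4, 0.01% Tween-20, then compound added for 30 min. AlphaScreen streptavidin donor/nickel chelate acceptor beads (10 ug/mL final), 30 min dark, luminescence read.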
GLS inh – blocks human kidney-isoform glutaminase activity; GLS enzymatic activity, qHTS titration; Potency, µM (highest dose often 45.5 µM), without a hit: top-dose activity change, negative = inhibition, usual class: inhibitors; O94925; 410,000 tested, 0.21% active; note: potency is the fitted concentration of half-maximal effect; % is set by controls: 0 for no effect and ±100 for the full control effect
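Compounds were pin-transferred onto hKGA, after which L-glutamine (1 mM solution) and a detection mix of glutamate oxidase, HRP and Amplex Red were added. Initial and 30 min RT fluorescence reads were collected.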
ERG-DNA inh – blocks human ERG Ets domain binding to DNA. Potency, µM (top dose mostly 76.9 µM), for the others: top-dose FP activity, negative = inhibition, hits mostly inhibitors. AID 624246. P11308. fluorescence polarization, His-ERG Ets domain / labelled DNA. 370,000 tested, 0.028% active; active = well fitted inhibition curve with a large enough effect in the polarisation, with a control signal flat; inconclusive = small, poorly fitted or top-dose-only effect, or effect the other way, or a change in a side signal; inactive = no such curve, though single readings can be large or run the other way; the % refers to the polarisation;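 note: polarization taken with two DNA probes labelled with fluorescein and Texas red; potency is the fitted concentration of half-maximal effect; % of control where 0% means no effect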
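His-tagged ERG Ets domain (1 uM in the protein solution; 300mM KCl, 50mM Tris-HCl, 1mM EDTA, 1mM DTT, pH 7.5) received compound, then a probe mix of 5 nM fluorescein-DNA and 100nM Texas-615-DNA. Fluorescence polarization was read for both dyes.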
PGK inhibitor – inhibitors of T. brucei phosphoglycerate kinase | P07378 | Potency, µM (titrated, usually from 57.5 µM), for the others: top-dose activity change, negative = inhibition, hits mostly inhibitors | 380,000 tested, 0.043% active | AID 602233 | PGK/GAPDH coupled, Kinase-Glo luminescence, 60 min; note: potency is the fitted concentration of half-maximal effect; % is set by controls: 0 for no effect and ±100 for the full control effect; nearly all actives have a fitted effect of over 60% in size
Target sequence (P07378 whole entry, looked up): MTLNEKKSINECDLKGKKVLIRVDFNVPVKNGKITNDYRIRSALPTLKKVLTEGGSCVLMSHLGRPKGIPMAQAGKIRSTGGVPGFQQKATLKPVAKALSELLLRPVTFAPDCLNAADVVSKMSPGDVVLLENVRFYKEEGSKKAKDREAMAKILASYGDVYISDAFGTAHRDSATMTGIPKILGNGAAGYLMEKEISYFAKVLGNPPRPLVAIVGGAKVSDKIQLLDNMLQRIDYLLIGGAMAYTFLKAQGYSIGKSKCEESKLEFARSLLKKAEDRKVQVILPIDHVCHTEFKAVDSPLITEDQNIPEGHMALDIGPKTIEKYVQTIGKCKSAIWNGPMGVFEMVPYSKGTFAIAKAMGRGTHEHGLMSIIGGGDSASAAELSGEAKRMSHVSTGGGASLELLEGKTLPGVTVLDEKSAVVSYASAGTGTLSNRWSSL
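Recombinant glycosomal PGK reaction used 1,3-bisphosphoglycerate generated in-well by GAPDH (100nM final) in 100mM TEA pH 7.6, 5mM MgCl2, 0.01% Tween-20. After 60 minutes at room temperature, ATP was read by Kinase-Glo Plus luminescence end-point.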
* hit, by the source's call; i = inactive; ? = inconclusive; . = no result given; [ ] = dose if it differs, or a comment. Unless noted, calls come from the whole dose curve; as a rule, active = well fitted curve in the direction sought with a large enough effect; inconclusive = small, poorly fitted or top-dose-only effect, or another doubt; inactive = no such curve, though single readings can be large; an effect the other way counts as inactive or inconclusive.

# | Structure | BAZ2B block | PI4K2A inh | JMJD2A Tudor | Pin1 inhibitor | G9a block | HP1b binding inh | GLS inh | ERG-DNA inh | PGK inhibitor
1 | O=C1CSC(c2ccc(Cl)cc2)N1Nc1nc(N2CCOCC2)nc(N2CCOCC2)n1 (stereo unspecified) | -37% | 0 | -20% | 1% | -34% | 4% | -1% | -7% | -2%
2 | CC(CNc1ccc([N+](=O)[O-])cc1)NC(=O)c1ccccc1Br (stereo unspecified) | 0% | 1 | -20% | 1% | 0%[59 µM] | 17% | 1% | . | -5%
3 | CC(Sc1nnc(-c2cccnc2)n1-c1ccccc1)C(=O)NCc1ccc2c(c1)OCO2 (stereo unspecified) | 5% | -2 | -20% | 1% | ? | 22% | 7% | . | .
4 | Nc1nc(SCC(=O)Nc2ccccc2Sc2ccccc2)n[nH]1 | -7% | 7 | -17% | -5% | ? | 15% | 30%[activator] | -2% | i
5 | O=C(Nc1ccc2nc3n(c(=O)c2c1)CCCCC3)c1ccccc1[N+](=O)[O-] | -3% | -11 | -11% | -3% | . | 39% | 9% | -3% | 13%
6 | COc1ccc(Cl)cc1NC(=O)CCN1CCOCC1 | 1% | 0 | -13% | -5% | . | 26% | 12% | 14% | -6%
7 | CCOC(=O)c1ccc(N2C(=O)C3ON(c4ccccc4)C(c4ccco4)C3C2=O)cc1 (stereo unspecified) | -1% | -3 | -10% | 23% | ? | 57%[activator] | 2% | 2% | 4%
8 | CCC(C)NC(=O)c1[nH]c2cc(C)ccc2c1Sc1ccc(Cl)cc1 (stereo unspecified) | -23% | 2 | -12% | 35%[activator] | -9%[59 µM] | 21% | 1% | -9% | i
9 | CCOc1cc(/C=N/NC(=O)c2nn(C)cc2Br)ccc1OCc1ccccc1 | 3% | 0 | -5% | -1% | 18%[59 µM] | 43% | -6% | -8% | -6%
10 | Cc1ccc(Cc2cn3cc(-c4ccc(F)cc4)nc3s2)cc1 | 34% | -2 | -2% | -1% | 55%[activator][59 µM] | 71%[activator] | 4% | 7% | -6%
11 | CCOC(=O)c1c(NC(=O)CSc2cn(CCNC(=O)c3ccccc3OC)c3ccccc23)sc2c1CCC2 | -20% | 3 | -33% | ? | -6%[59 µM] | 33% | 8% | 4% | -8%
12 | CCc1nc2ccccc2c(C(=O)Oc2ccc(C(=O)OC)cc2)c1C | -3% | 0 | -12% | -5% | 0%[59 µM] | 21% | ? | 0% | 12%
13 | NC(=S)Cc1nc(-c2ccc(Cl)cc2)cs1 | ? | -15 | ? | 1% | -37% | ? | 12% | -1% | -16%
14 | CCO[C@H]1c2c(ccc3ccc(=O)oc23)OC(C)(C)[C@H]1O | . | 1 | -14% | -11% | . | 12% | 2% | -4% | -8%
15 | COc1ccc(OC)c(NC2=C(c3ccccc3)C(=O)c3ccccc32)c1 | 5.6µM* | -11 | 13µM* | -6% | 11µM* | 13µM* | -1% | -4% | -5%
16 | COC(=O)CNC(=O)c1ccccc1 | . | 3 | -17% | -2% | . | 0% | 0% | 16% | i

7 entries already listed, ordered by length of the SMILES, largest number first:
# | Structure | BAZ2B block | PI4K2A inh | JMJD2A Tudor | Pin1 inhibitor | G9a block | HP1b binding inh | GLS inh | ERG-DNA inh | PGK inhibitor
3 | CC(Sc1nnc(-c2cccnc2)n1-c1ccccc1)C(=O)NCc1ccc2c(c1)OCO2 (stereo unspecified) | 5% | -2 | -20% | 1% | ? | 22% | 7% | . | .
1 | O=C1CSC(c2ccc(Cl)cc2)N1Nc1nc(N2CCOCC2)nc(N2CCOCC2)n1 (stereo unspecified) | -37% | 0 | -20% | 1% | -34% | 4% | -1% | -7% | -2%
15 | COc1ccc(OC)c(NC2=C(c3ccccc3)C(=O)c3ccccc32)c1 | 5.6µM* | -11 | 13µM* | -6% | 11µM* | 13µM* | -1% | -4% | -5%
14 | CCO[C@H]1c2c(ccc3ccc(=O)oc23)OC(C)(C)[C@H]1O | . | 1 | -14% | -11% | . | 12% | 2% | -4% | -8%
12 | CCc1nc2ccccc2c(C(=O)Oc2ccc(C(=O)OC)cc2)c1C | -3% | 0 | -12% | -5% | 0%[59 µM] | 21% | ? | 0% | 12%
4 | Nc1nc(SCC(=O)Nc2ccccc2Sc2ccccc2)n[nH]1 | -7% | 7 | -17% | -5% | ? | 15% | 30%[activator] | -2% | i
13 | NC(=S)Cc1nc(-c2ccc(Cl)cc2)cs1 | ? | -15 | ? | 1% | -37% | ? | 12% | -1% | -16%

Next part
# | Structure | BAZ2B block | PI4K2A inh | JMJD2A Tudor | Pin1 inhibitor | G9a block | HP1b binding inh | GLS inh | ERG-DNA inh | PGK inhibitor
17 | Nn1c(SCC(=O)Nc2ccc(N3CCOCC3)cc2)nnc1-c1cccc(F)c1 | 5% | -6 | -13% | 2% | -14%[2.33 µM] | 44%[activator] | 7% | 17% | i
18 | O=C(CN(C(=O)CNC(=O)c1cccs1)c1cccc(F)c1)NC1CCCC1 | -7% | 2 | -6% | 5% | -1% | 16% | 2% | 6% | 8%
19 | O=C(Nc1ccccc1Cl)N1CCCN(c2nc(-c3ccccc3)ns2)CC1 | -15% | -2 | -1% | 30% | 10% | 57%[activator] | -2% | -1% | -7%
20 | C[C@H]1CN=C2N(CCNC(=O)CCC3CCCCC3)[C@H](Cc3ccc(O)cc3)CN21 | -14% | -1 | -5% | -1% | -6%[59 µM] | 38% | 23% | -26% | -9%
21 | CCC(Oc1ccccc1)C(=O)N1CCN(Cc2cc(=O)n3nc(-c4cccc(C)c4)sc3n2)CC1 (stereo unspecified) | -6% | 2 | -18% | 3% | 0%[59 µM] | 20%[57 µM] | 5% | -1% | 1%
22 | COc1ccc(C(=O)NNC(=O)C2CCCO2)cc1 (stereo unspecified) | 0% | 6 | -7%[11.4 µM] | -7% | 17%[59 µM] | -12% | 66%[activator] | -8% | -9%
23 | COc1ccc(CC(=O)NNC(=O)c2cc(C)[nH]n2)cc1 | -16% | 1 | ? | 1% | 22% | 15% | 5% | 4% | 0%
24 | CC1(C)Cc2c(sc(NC(=O)C(=O)N3CCOCC3)c2C(N)=O)CO1 | -31% | 0 | -10% | -6% | -7% | 33% | 0% | -15% | 0%
25 | CCOC(=O)c1cnn(CCOC(=O)c2ccc(F)cc2)c1NC(=O)c1ccc(F)cc1 | -5% | -1 | -3% | -2% | 7%[59 µM] | 15% | 3% | 2% | -1%
26 | C[C@H](CO)N1C[C@H](C)[C@@H](CN(C)Cc2ccc(C(=O)O)cc2)Oc2ccc(NS(C)(=O)=O)cc2C1=O | . | 4 | -4% | -1% | . | 27% | 14% | -2% | 7%
27 | COc1ccccc1CNC(=O)C1CCN(S(=O)(=O)c2ccc3c(c2)NC(=O)CO3)CC1 | -11% | -3 | -2% | -4% | -7% | 21%[57 µM] | 0% | 0% | 3%
28 | O=C(NCC1CCCO1)c1ccc(COc2ccccc2)o1 (stereo unspecified) | 2% | -1 | -3% | -4% | -5% | 21% | 1% | 10% | 5%
29 | CN(C(=O)COC(=O)CSc1ccc(C(N)=O)cc1[N+](=O)[O-])C1CCS(=O)(=O)C1 (stereo unspecified) | 6% | 4 | -10% | 0% | -41% | -3% | -1% | -4% | -5%
30 | O=C(NC(Cc1ccc(F)cc1)C(=O)O)c1ccccc1 (stereo unspecified) | 0% | -1 | -3% | -10% | 23%[59 µM] | 24% | 0% | 2% | -7%
31 | Cn1cc(C(=O)NC2CCCCC2)c(=O)c2cc(S(=O)(=O)N3CCCC3)ccc21 | 2% | 0 | -4% | 1% | 6%[59 µM] | 26% | -8% | -3% | 6%
32 | O=C(CC1Sc2ccccc2NC1=O)c1ccc(Br)cc1 (stereo unspecified) | 2% | -6 | -11% | 1% | -11%[59 µM] | 14% | 6% | 9% | i
33 | COc1cccc(CC(=O)OC(C)C(=O)NCc2ccc3c(c2)OCO3)c1 (stereo unspecified) | 9% | 20 | 6% | -2% | -27% | 31% | -2% | 16% | -5%
34 | Brc1ccccc1-n1nnc(-c2cnc3ccccc3c2)n1 | . | -1 | -24% | -1% | . | 35% | -3% | 4% | -5%
35 | O=C(N/N=C/c1ccc(F)cc1)c1cccc(NC(=O)c2ccccc2Cl)c1 | -2% | -1 | -12% | 4% | -1% | 27% | -13% | -7% | -8%
36 | COc1ccccc1N=C1SC(C(=O)Nc2ccccc2OC)CC(=O)N1C (stereo unspecified) | -4% | -2 | -18% | -8% | -33%[59 µM] | 32% | 2% | 0% | 8%
37 | Cc1cc(C)cc(NC(=O)Nc2ccccc2OCc2cc(=O)n3ccccc3n2)c1 | 1% | -6 | -25% | 11% | 3%[59 µM] | 12%[57 µM] | -25% | -1% | i
38 | N#Cc1c(/N=C/c2ccc(-c3ccccc3C(=O)O)o2)sc2c1CCCC2 | 45µM* | -4 | 79µM* | 14% | 32µM* | -33% | 1% | 21% | -9%
39 | Cc1ccc(Cl)cc1N1CCN(C(=O)c2ccc(NC(=O)c3nsc4ccccc34)cc2)CC1 | 0% | -2 | -17% | 2% | -1%[59 µM] | 15%[57 µM] | 1% | 1% | 4%
40 | Cc1ccc(-c2nnc(COC(=O)c3cc(=O)[nH]c4ccccc34)o2)cc1 | 0% | 0 | -8% | -3% | 21% | 18% | 3% | -9% | 0%
